# Bioassay records: PubChem BioAssay, Sanford-Burnham Center for Chemical Genomics
# APOBEC3G inh: inhibitors of human APOBEC3G DNA deaminase | Q9HC16 | recombinant A3G, ssDNA deamination FAM/TAMRA fluorescence | inhibition, % at 20 µM | actives 0.28% (n = 330,000);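 active = inhibition of at least 40% at 20 µM, with no more than 30% in the related APOBEC3A deaminase screen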;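 note: plate controls were DMSO wells with A3G for no effect and wells lacking A3G enzyme for full effect; some compounds called inactive have numbers as strong as hits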
# Target sequence (Q9HC16 whole entry, looked up): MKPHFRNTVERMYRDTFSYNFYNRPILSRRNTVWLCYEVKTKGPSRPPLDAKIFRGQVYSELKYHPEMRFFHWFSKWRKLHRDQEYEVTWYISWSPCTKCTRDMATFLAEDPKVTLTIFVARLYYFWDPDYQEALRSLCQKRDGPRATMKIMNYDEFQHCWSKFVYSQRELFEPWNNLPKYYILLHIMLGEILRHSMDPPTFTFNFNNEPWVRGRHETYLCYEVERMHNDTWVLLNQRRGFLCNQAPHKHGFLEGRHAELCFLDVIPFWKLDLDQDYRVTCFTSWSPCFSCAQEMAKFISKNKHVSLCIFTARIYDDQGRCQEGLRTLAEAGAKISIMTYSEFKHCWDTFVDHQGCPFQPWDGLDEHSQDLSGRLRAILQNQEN
# beta cell repl: induces beta-cell replication in MIN6 cells; proliferation, % at 10 µM; MIN6 cells proliferation, ATPlite luminescence, 48 h; cells starved in 0.2% serum; 100% = growth in 10% serum; AID 2380; actives 0.29% (n = 330,000);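 active = compounds whose signal lies at least 3.5 SD above the mean of all wells on their plate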;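 note: 0% = DMSO-treated cells in low-serum medium and 100% = 10% serum control; some compounds called inactive have numbers as strong as hits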
# A3A deaminase: inhibitors of human APOBEC3A DNA deaminase; recombinant A3A, FAM/TAMRA ssDNA deamination fluorescence; inhibition, % at 20 µM; actives 0.41% (n = 330,000);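 active = at least 40% inhibition at 20 µM here, with at most 30% in a related deaminase screen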;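 note: plate controls were A3A with DMSO for no effect and wells lacking A3A enzyme for full effect; some results filed as inactive read as strong as hits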
# mIAP block: blocks mouse intestinal alkaline phosphatase. purified mouse IAP, CDP-Star luminescence, 30 min. inhibition, % at 10 µM. actives 0.2% (n = 330,000). AID 2806;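 active = inhibition of at least 40% at 10 µM in the primary screen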;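 note: plate controls were DMSO with enzyme for no effect and no enzyme wells for full effect; values of inactives mirror those of a sister screen read the other way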
# NLRP3 yeast inh: blocks the NALP3 inflammasome reconstituted in yeast | Yeast reconstituted NLRP3/ASC/caspase-1, beta-gal luminescence, 24 h | actives 0.39% (n = 330,000) | AID 2825 | inhibition, % at 10 µM;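 active = inhibition of 50% or more; inactive = inhibition below 50%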;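 note: plate controls were induced DMSO wells for no effect and uninduced yeast grown without galactose for full effect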
# TIM10 inh: TIM10 yeast growth inhibition. actives 1.4% (n = 330,000). AID 463195. inhibition, % at 10 µM. S. cerevisiae TIM10 strain growth, BacTiter-Glo luminescence, 24 h;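 active = inhibition of 40% or more at the single tested concentration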;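 note: wild-type TIM10 isogenic control strain grown at permissive 25 °C; 0% = DMSO yeast wells and 100% = minimal medium wells without yeast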
# hIAP inh: blocks human intestinal alkaline phosphatase. P09923. inhibition, % at 10 µM. actives 0.12% (n = 330,000). purified IAP, CDP-Star luminescence, 30 min;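 active = inhibition reaching a set limit with compound at 10 µM in the primary screen, cut at about 35% in these data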;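 note: plate controls were DMSO wells with enzyme for no effect and no-enzyme buffer wells for full effect; values of inactives mirror those of a sister screen read the other way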
# Target sequence (P09923 whole entry, looked up): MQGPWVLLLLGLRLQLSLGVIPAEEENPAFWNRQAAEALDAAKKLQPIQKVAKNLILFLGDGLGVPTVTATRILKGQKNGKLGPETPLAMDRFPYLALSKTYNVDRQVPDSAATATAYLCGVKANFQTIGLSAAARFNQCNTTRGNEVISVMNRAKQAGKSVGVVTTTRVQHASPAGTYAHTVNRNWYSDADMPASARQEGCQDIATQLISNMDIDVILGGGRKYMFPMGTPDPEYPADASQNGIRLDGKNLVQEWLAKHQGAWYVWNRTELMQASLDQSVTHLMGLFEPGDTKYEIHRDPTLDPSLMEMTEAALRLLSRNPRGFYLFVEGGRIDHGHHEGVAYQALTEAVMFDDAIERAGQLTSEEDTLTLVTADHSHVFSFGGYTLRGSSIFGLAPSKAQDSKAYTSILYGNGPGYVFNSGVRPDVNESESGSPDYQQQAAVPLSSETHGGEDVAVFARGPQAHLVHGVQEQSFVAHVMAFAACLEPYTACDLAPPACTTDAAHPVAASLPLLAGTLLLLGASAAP
# mIAP act: mouse IAP activation; activation factor at 10 µM; actives 0.24% (n = 330,000); muIAP, CDP-Star luminescence, 30 min; active compounds read high; 1 = vehicle-only enzyme signal, 0 = enzyme-free wells;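 active = activation factor of at least 2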; note: the source names both 10 and 20 µM as test concentration; values of inactives mirror those of a sister screen read the other way
#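 System: mouse IAP enzyme. Reagent: CDP-Star chemiluminescent phosphatase substrate. Benchmarks: DMSO wells, no-enzyme wells. Times: 30 min enzyme-substrate-compound incubation at room temperature. Detection: luminescence from enzymatic CDP-Star hydrolysis. Doses: test compounds delivered from DMSO solution.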
# tim10-1 inh: inhibits growth of tim10-1 mutant yeast; S. cerevisiae tim10-1 ts strain growth, BacTiter-Glo, 24 h; inhibition, % at 20 µM; actives 2.2% (n = 330,000);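 active = inhibition of at least 40%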;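 note: mutant grown at 25 °C; 0% = DMSO wells with yeast and 100% = wells holding no yeast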
# An asterisk follows results filed as active; x = not tested or not shown.
SMILES,APOBEC3G inh,beta cell repl,A3A deaminase,mIAP block,NLRP3 yeast inh,TIM10 inh,hIAP inh,mIAP act,tim10-1 inh
C/C=C(/C)C(=O)O[C@@H]([C@H](O)c1cc2ccc(=O)oc2cc1OC)C(C)(C)O[C@@H]1O[C@H](CO)[C@@H](O)[C@H](O)[C@H]1O,-6,1,-5,0,-3,1,8,1,-2
CCN(c1cc(C)cc(C)c1)S(=O)(=O)c1nnc(NC(=O)c2ccco2)s1,4,-5,6,5,4,13,3,0.95,-4
COc1ccc(N/C=C\C(=O)c2ccc3c(c2)OCO3)cc1OC,-3,-4,-2,13,30,12,19,0.87,3
O=[N+]([O-])c1ccc(Cl)c(CN2CCCCCC2)c1,-8,-3,-3,3,-4,-6,14,0.97,-3
Cc1ccc(NC(=O)CCS(=O)(=O)c2cccc3nonc23)cc1Cl,-1,-5,-6,-6,3,-8,-2,1.1,7
O=C(O)C1CCCCC1C(=O)NCc1ccc2c(c1)OCO2 (stereo not drawn),-6,-1,-3,14,7,11,0,0.86,-3
COc1ccc(/C=N/N=C2/NC(=O)C(CC(=O)O)S2)cc1OCc1ccc(Cl)cc1Cl (stereo not drawn),-6,0,-2,10,10,3,2,0.9,17
Clc1cccc(Cl)c1CNc1ccc(N2CCCC2)cc1,6,-6,0,-10,15,-2,7,1.1,18
Cc1ccc(NS(=O)(=O)c2c(C)nc3sccn3c2=O)cc1,-4,1,-1,0,-2,6,5,1,15
CC(C)NC(=O)NNC(=O)c1cc(COc2cc(Cl)cc(Cl)c2)on1,25,-1,2,9,16,1,-15,0.91,-20
NC(=O)CSc1nc2sc3c(c2c2ncnn12)CCCC3,-5,3,-4,-1,12,27,-15,1,42*
Cc1ccc2[nH]c(=O)c(CN(Cc3nnnn3C3CCCC3)C3CCCCC3)cc2c1,-5,-2,-2,8,24,21,12,0.92,18
CCn1c(CNC(=O)c2cccc(C)c2)nnc1SCC(=O)NC1=NCCS1,-2,7,2,1,10,1,2,0.99,9
O=[N+]([O-])c1ccc(N2CCNCC2)cc1NCc1cccnc1,-6,0,0,3,11,0,7,0.97,15
Cc1c(NC(=O)COC(=O)c2cc(-c3cccc4ccccc34)nc3ccccc23)c(=O)n(-c2ccccc2)n1C,-2,0,-2,2,3,6,2,0.98,39
Cc1ccc(CCNC(=O)CS(=O)Cc2nc(-c3cccc(C)c3)oc2C)cc1 (stereo not drawn),-6,-5,-4,-8,-3,9,-2,1.1,33
Cc1ccc(C)n1-c1ccc(N2CCOCC2)c([N+](=O)[O-])c1,-4,-2,-1,8,-12,10,-8,0.92,16
CCN(CC)c1ccc(NC(=O)COc2ccccc2C)cc1S(=O)(=O)Nc1ccccc1OC,50*,-5,4,-62,11,25,14,1.6,18
CC1CCN(S(=O)(=O)c2ccc(NC(=O)CN3CCN(C)CC3)cc2)CC1,-8,-2,-7,-5,15,-2,-9,1,-18
COc1ccc(Nc2ncc3c(n2)CC(c2ccccc2)CC3=O)cc1 (stereo not drawn),-7,0,-3,10,16,35,5,0.9,24
Cc1ccc(-c2nn(-c3ccccc3)cc2/C=N/n2c(-c3ccncc3)n[nH]c2=S)cc1,-9,1,-6,5,19,11,4,0.95,-3
Cc1cc(NC(=O)CSCC(=O)N2CCN(c3cccc(C(F)(F)F)c3)CC2)no1,9,-1,7,-7,15,5,0,1.1,26
CCN(CC)C(=O)C(=O)Nc1ccc(Oc2ccccc2)cc1,-7,-4,-4,7,41,11,-4,0.93,10
COC(=O)c1nc2nc(-c3cccs3)cc(C(F)(F)F)n2n1,-3,-1,-4,9,4,-7,-10,0.91,10
COc1ccc(CNC(=O)c2cc(S(=O)(=O)N3CCOCC3)cn2C)cc1,-4,-1,-5,-15,-7,9,-14,1.2,15
CC(C)(C)C1CCC(OC(=O)CN2CCOCC2)CC1 (stereo not drawn),-2,-2,1,-4,13,0,-18,1,15
c1ccc(-c2csc(N3CCN(c4ccccn4)CC3)n2)cc1,-2,-3,-6,-8,4,1,-16,1.1,17
CN(CC(=O)Nc1ccc(F)cc1)CC(=O)N1CCCC1,4,2,3,3,12,15,1,0.97,5
O=C(CCC1CCCN(C(=O)c2ccc3c(c2)OCO3)C1)N1CCN(c2ccccn2)CC1 (stereo not drawn),-5,-1,-1,8,5,10,-3,0.92,17
CCCc1nc(S(=O)(=O)Cc2ccc(Cl)cc2Cl)n[nH]1,-8,-2,-3,-1,15,6,1,1,9
COc1cc(-c2nn3c(C4CCCCC4)nnc3s2)cc(OC)c1OC,-1,3,4,-5,5,7,3,1.1,5
CC1CCN(CC(O)COc2ccc(-c3ccccc3)cc2)CC1 (stereo not drawn),-5,-3,0,-5,28,-6,-4,1.1,-35
CC(C)CCn1nnnc1C(c1ccc(N(C)C)cc1)N1CCN(C(=O)c2ccco2)CC1 (stereo not drawn),-7,-1,-5,-10,7,24,9,1.1,37
Cc1nn(C(=O)CCC(=O)NCc2ccc(OC(C)C)cc2)c2ccccc12,4,-4,6,2,9,6,8,0.98,-22
COc1ccc(Cl)cc1NC(=O)CSc1nnc(COc2ccccc2)n1N,2,2,2,-3,-7,-1,0,1,18
Cc1ccc(N2C(=O)C3CC(c4ccccc4)=C4C5C=CC(C6C(=O)N(c7ccc(C)cc7C)C(=O)C56)C4C3C2=O)c(C)c1 (stereo not drawn),1,-4,3,7,-4,12,-1,0.93,15
CCOc1ccc(CCNC(=O)CCS(=O)(=O)c2ccc(Cl)cc2)cc1OCC,-4,-1,-5,7,8,8,-26,0.93,19
COc1ccc(CCNC(=O)COC(=O)Cc2ccccc2F)cc1,-4,5,-5,1,27,-5,2,0.99,8
CCCOc1ccccc1N1C(=O)CC(N2CCOCC2)C1=O (stereo not drawn),-6,-2,-4,1,12,8,3,0.99,12
CCCC(=O)Nc1ccccc1NC(=O)c1ccc2c(c1)OCO2,-7,2,-3,-8,31,-7,3,1.1,-10
Cc1ccc(/C=N/NC(=O)c2nnn(-c3nonc3N)c2C(C)C)o1,-6,-1,-8,5,4,-3,3,0.95,37
CC(CCO)Nc1nc2c(c(=O)n(C)c(=O)n2C)n1Cc1cccc(Br)c1 (stereo not drawn),0,4,-1,-8,5,6,-9,1.1,1
CN1C(=O)/C(=C\c2ccccc2F)Sc2ccc(C(=O)NC3CCN(Cc4ccccc4)CC3)cc21,-3,-8,-3,7,20,-14,12,0.93,43*
CCOC(=O)C1=C(c2cccc(F)c2)NC(=S)NC1C (stereo not drawn),-2,-3,-2,9,-5,12,21,0.91,12
Cc1ccc(-c2nnn(CC(=O)N(c3ccccc3)C(C(=O)NC(C)(C)C)c3cccs3)n2)o1 (stereo not drawn),1,1,1,2,16,-10,4,0.97,15
Cc1ccc(CN2CCN(Cc3ccccc3-c3ccco3)CC2CCO)o1 (stereo not drawn),-3,2,2,5,-1,-17,-8,0.95,16
COc1ccccc1CCNC(=O)c1cc(C2CC2)nc2c1cnn2C(C)C,-6,4,-3,3,33,5,5,0.97,21
Cc1ccc(C)c(N=C2CCCN2Cc2ccccc2)c1C#N,-6,0,-2,0,15,9,3,0.99,12
CCOC(=O)c1ccc(Nc2ccc(-c3ccc(OC)c(OC)c3)nn2)cc1,-3,-2,4,5,13,17,2,0.95,20
COc1cccc(-c2nnc(-c3ccc(C(F)(F)F)cc3)o2)c1,-7,-1,-4,5,13,7,14,0.95,21
O=C1NC(=O)/C(=C\c2cn(Cc3ccccc3F)c3ccccc23)N1,5,2,37,11,-20,4,-5,0.89,14
COc1ccccc1C1=NOC(C)(c2nnc(-c3cccc(Cl)c3)o2)C1 (stereo not drawn),-11,-2,-5,1,39,-32,5,0.99,6
Cc1cc(C(F)(F)F)cc(NNC(=O)NC(=O)c2ccc(Cl)cc2)n1,-8,-1,-2,4,4,5,-21,0.96,10
COc1cc(C2CC(=O)Oc3cc4c(cc32)OCO4)cc(OC)c1OC (stereo not drawn),7,x,13,-12,x,-2,x,1.1,16
Cc1nc(SCC(=O)Nc2cc(C)on2)c2c3c(sc2n1)CCCC3,-4,-3,-5,-8,27,-6,1,1.1,5
COc1ccc(CCNC(=O)c2cc(-c3ccccc3)c(N3CCOCC3)s2)c(OC)c1OC,-5,-4,-5,-30,8,-17,-57,1.3,29
CNC(=O)COC(=O)c1ccc2c(c1)S(=O)(=O)c1ccccc1C2=O,-3,-1,11,-1,12,-5,-6,1,6
Cc1cc(Cl)ccc1OCCCC(=O)Nc1cccnc1,-4,0,1,-6,24,-2,14,1.1,-21
COc1cc2c(cc1NC(=O)C(C)N1CCN(S(=O)(=O)c3ccccc3[N+](=O)[O-])CC1)oc1ccccc12 (stereo not drawn),-4,-3,-1,6,5,11,1,0.94,5
Cc1c(Cl)c(C(=O)NC2C3CC4CC(C3)CC2C4)nn1C (stereo not drawn),-5,0,-3,-3,18,-9,3,1,23

# 5 of these compounds, set out differently.
canonical_smiles	APOBEC3G inh	beta cell repl	A3A deaminase	mIAP block	NLRP3 yeast inh	TIM10 inh	hIAP inh	mIAP act	tim10-1 inh
CCOC(=O)c1ccc(Nc2ccc(-c3ccc(OC)c(OC)c3)nn2)cc1	-3	-2	4	5	13	17	2	0.95	20
COc1cccc(-c2nnc(-c3ccc(C(F)(F)F)cc3)o2)c1	-7	-1	-4	5	13	7	14	0.95	21
O=C1NC(=O)/C(=C\c2cn(Cc3ccccc3F)c3ccccc23)N1	5	2	37	11	-20	4	-5	0.89	14
COc1ccccc1C1=NOC(C)(c2nnc(-c3cccc(Cl)c3)o2)C1 (stereo not drawn)	-11	-2	-5	1	39	-32	5	0.99	6
Cc1cc(C(F)(F)F)cc(NNC(=O)NC(=O)c2ccc(Cl)cc2)n1	-8	-1	-2	4	4	5	-21	0.96	10

# New compounds follow.
SMILES,APOBEC3G inh,beta cell repl,A3A deaminase,mIAP block,NLRP3 yeast inh,TIM10 inh,hIAP inh,mIAP act,tim10-1 inh
Cc1ccc(C(C(=O)NCCc2ccccc2)N(C(=O)c2csnn2)C2CC2)cc1 (stereo not drawn),-8,-4,-4,-5,14,10,-21,1.1,37
CNC(=O)COC(=O)CCC(=O)c1cccs1,-3,-2,0,10,18,10,12,0.9,5
Cc1nc2ccccc2n1Cc1ccccc1Br,-7,-2,-2,0,8,13,4,1,28
CCOC(=O)/C(C#N)=C(C)/C=C1\Sc2ccccc2N1CC,-3,0,-2,20,19,19,0,0.8,13
COc1ccc([C@H]2/C=C\CN(C(=O)CC(C)(C)C)[C@@H](C)C(=O)N2Cc2ccc(F)cc2)cc1,-9,-6,-4,2,0,19,18,0.98,27
N[C@@]12CCc3nonc3[C@]1(O)CC(c1ccccc1)=[N+]2[O-],-4,-1,-2,-10,20,-9,3,1.1,-19
CCCCc1nnc(SCC(=O)Nc2nccs2)n1CC,-8,-2,-2,-2,14,9,-16,1,3
Cc1ccc(C(=O)C2CCN(CC(=O)Nc3ccc4c(c3)OCCO4)CC2)cc1,-5,-6,-7,-3,22,-2,-9,1,0
Clc1c(-c2nnc3n2CCC3)sc2ccccc12,-4,-5,1,-4,29,-8,-18,1,0
CC(Sc1nnc(-c2ccco2)n1C)C(=O)N(C)C1CCCCC1 (stereo not drawn),-2,-1,5,-3,8,3,-8,1,-19
COc1ccc(CNC(=O)C(OC(=O)c2ccco2)c2ccc(OC)cc2)cc1 (stereo not drawn),-2,-3,0,-12,5,1,-2,1.1,7
